Dengue-2 NS5 capping: Dengue-2 NS5 methyltransferase inhibitors, primary screen, biochemical, confirmation dose response (AID 588689) | Dengue-2 NS5 methyltransferase capping enzyme assay, biochemical; higher % means a stronger effect | inhibition, % at 25 µM, or IC50 in µM where a hit was titrated | actives 0.3% (n = 340,000); in the data active means a potency from the dose series; inconclusive means inhibition above about 29% without an active follow-up result
SV40 large T antigen: TAg ATPase/helicase activity blockers – biochemical (AID 1903). SV40 large T antigen ATPase/helicase inhibition assay; higher % means a stronger effect. inhibition, % at 20 µM, or IC50 in µM where a hit was titrated. actives 0.39% (n = 310,000); in the data active means a potency from the dose series; inconclusive means inhibition mostly from about 32% at the one dose, without a potency; inactive means the rest, 99 in 100 with inhibition below about 32%; further: strong numbers were not always called active
Siah-1 displacement: Siah-1 peptide-binding antagonists, primary screen, biochemical, fluorescence polarization, rhodamine-plectin, uHTS (AID 1817). Siah-1 / rhodamine-plectin peptide fluorescence polarization; higher % means a stronger effect. displacement, % at 20 µM, or IC50 in µM where a hit was titrated. actives 0.02% (n = 290,000);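 active means displacement of at least 50% at 20 µM, with a fluorescence ratio check between 0.3 and a set limit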;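 further: plate controls were Siah plus tracer with DMSO for no effect and tracer alone without Siah for full effect; strong numbers were not always called active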
XIAP displacement: small molecules displacing peptide from XIAP – biochemical, IAP family, fluorescence polarization (AID 1018). XIAP BIR domain, fluorescence polarization peptide displacement; higher % means a stronger effect. displacement, % at 20 µM, or IC50 in µM where a hit was titrated. actives 0.007% (n = 200,000); in the data active means displacement above about 50%; further: a part of the inactive calls stands beside numbers as strong as those of hits
HIV fusion peptide: inhibitors of HIV fusion peptide binding, primary screen, biochemical, uHTS, fluorescence dequenching (AID 1986). inhibition, % at 20 µM; hits with a dose series show IC50 in µM. actives 0.3% (n = 290,000). cell-free peptide binding, fluorescence dequenching, 30 min; higher % means a stronger effect; in the data active means inhibition mostly above about 52%, no sharp cut-off; inactive means mostly below about 76%; further: some results filed as inactive read as strong as hits
AID2073: disruptors of CaV2.2 binding to Mint1 – biochemical, HTRF (AID 2073); HTRF protein-protein interaction, Mint1-CaV2.2; higher % means a stronger effect; inhibition, % at 20 µM, or IC50 in µM where a hit was titrated; actives 0.19% (n = 290,000); in the data active means inhibition mostly above about 51%, no sharp cut-off; inconclusive means no clear call, values can overlap the other calls; inactive means mostly below about 53%; further: some results filed as inactive read as strong as hits
MgcRacGAP inhibition: MgcRacGAP GTPase-activating activity inhibitors, confirmation, biochemical, ADP Hunter fluorescence. MgcRacGAP-stimulated Rac1 GTP hydrolysis, ADP Hunter fluorescence; higher % means a stronger effect; GST-tagged Rac1 F28L mutant substrate. inhibition, % at 30 µM, or IC50 in µM where a hit was titrated. AID 624330. actives 0.6% (n = 340,000);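 active means first-screen hits whose inhibition reached a set limit at any dose in the follow-up dose series; inconclusive means inhibition above the set first-screen limit but never retested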;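 further: fluorescence reports GDP produced by GAP-driven GTP hydrolysis; strong numbers were not always called active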
RSV antiviral HEp-2: RSV antiviral activity via CPE protection, HEp-2 cells, primary 10 µM value included (AID 2391); HEp-2 cells, RSV-induced CPE inhibition; higher % means a stronger effect; CPE inhibition, % at 10 µM; hits with a dose series show IC50 in µM; actives 0.13% (n = 310,000); in the data active means a potency from the dose series; inconclusive means CPE inhibition mostly from about 23% at the one dose, without a potency; inactive means the rest, 99 in 100 with CPE inhibition below about 21%; further: strong numbers were not always called active
LYP inhibition: PTPN22 lymphoid phosphatase activity blockers – biochemical, fluorescence intensity, uHTS (AID 1779). inhibition, % at 11.5 µM; hits with a dose series show IC50 in µM. recombinant LYP phosphatase, fluorescence intensity; higher % means a stronger effect. actives 0.054% (n = 290,000); in the data active means inhibition above about 50%;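 further: plate controls were vehicle with enzyme for no effect and no enzyme for full effect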
Dengue-2 NS5 capping pilot replicate: second read-out of Dengue-2 NS5 capping, no call of its own (marks repeat the call); inhibition, %; measured here: pilot screen replicate inhibition
An asterisk follows results filed as active; ? = inconclusive; . = not tested or not shown.

SMILES	Dengue-2 NS5 capping	SV40 large T antigen	Siah-1 displacement	XIAP displacement	HIV fusion peptide	AID2073	MgcRacGAP inhibition	RSV antiviral HEp-2	LYP inhibition	others
COc1cccc(C(=O)CN(C(=O)c2ccc(Cl)c(Cl)c2)N2C(=O)C3CCCCC3C2=O)c1 (stereo not drawn)	0.4%	24.4%	-1.5%	-7.6%	0.5%	2.8%	-1.1%	-0.5%	-8.3%
Cc1oc2cc3oc(=O)c(CCC(=O)NCCN4CCOCC4)c(C)c3cc2c1C	-1.4%	.	-3.9%	.	-2.3%	31.8%	-1.1%	1.0%	-13.0%
O=C(NCCc1ccccc1)C1CCCN1S(=O)(=O)c1ccccc1 (stereo not drawn)	.	2.3%	-2.9%	0.1%	1.1%	6.7%	.	-0.1%	-0.8%
COC(=O)c1ccc(CNC(=O)c2cc3ccccc3oc2=O)cc1	-7.3%	8.6%	-5.5%	-5.3%	0.1%	17.5%	2.2%	1.6%	1.0%
CS(=O)(=O)Nc1ccc(C(=O)NCCc2ccccc2)cc1	5.6%	-3.4%	4.3%	-2.8%	-1.1%	-5.0%	-3.4%	0.5%	-1.9%
COc1cc(OC)cc(-c2nnc(Sc3ccc(C=O)cc3[N+](=O)[O-])o2)c1	.	7.8%	-2.2%	-7.8%	-4.3%	-6.0%	.	1.3%	4.6%
CC(C)COC(=O)c1ccccc1N1C(=O)C2C3CCC(C3)C2C1=O (stereo not drawn)	2.5%	6.8%	-6.3%	-2.2%	0.4%	5.6%	-15.2%	0.3%	-6.3%
CCC(CC)NC(=O)c1cc(OC)c(OC)cc1[N+](=O)[O-]	-7.5%	-2.6%	3.2%	-1.6%	4.5%	16.8%	9.8%	1.3%	-8.7%
C[C@H]1CC[C@@]2(O[C@H](CCO)C[C@@H](O)[C@@H]2O)O1	0.0%	4.7%	-2.8%	-15.1%	-1.2%	3.3%	4.5%	1.1%	-10.0%
CC(Sc1ccccc1)C(=O)N(CCC#N)Cc1cccnc1 (stereo not drawn)	-6.8%	6.3%	3.6%	-3.3%	-0.9%	7.2%	7.2%	1.1%	-6.4%
O=C(c1ccc(S(=O)(=O)Nc2cccc(C(F)(F)F)c2)cc1)N1CCC1	0.7%	4.4%	4.7%	.	0.1%	1.6%	6.4%	7.4%	-6.4%
Cc1ccnc(NC(=O)c2ccc(S(=O)(=O)NCc3ccco3)cc2)c1	-5.1%	4.2%	.	.	.	.	6.9%	0.5%	.
Cc1cc(C)n(-c2ccc(C(=O)Nc3cc(S(=O)(=O)N(C)C)ccc3Cl)cc2)n1	-2.2%	0.8%	-0.7%	0.1%	2.0%	4.4%	6.8%	5.2%	-2.6%
Clc1ccc(-c2nnc3n2CCCCS3)cc1	-2.6%	2.7%	0.8%	-2.4%	3.4%	1.3%	4.2%	1.2%	-9.8%
O=C(NCCc1cccc(C(F)(F)F)c1)C1CCC(=O)N(CCc2cccc(F)c2)C1 (stereo not drawn)	-9.1%	0.2%	0.8%	.	1.2%	9.0%	6.5%	-2.0%	-0.4%
O=C(COC(=O)/C=C/c1cccc(Br)c1)NCc1ccco1	-1.4%	16.1%	.	.	.	.	-1.6%	-0.3%	.
CCN(CC)C(=O)C1CCN(Cc2cn(C)nc2-c2ccc(Oc3ccccc3)cc2)CC1	.	2.7%	-4.5%	-2.2%	-1.2%	-14.5%	-0.2%	-0.7%	-4.3%
O=C(NC(=S)Nc1ccccc1N1CCCCC1)c1ccc(-c2cccc([N+](=O)[O-])c2)o1	0.0%	3.7%	-3.4%	-5.3%	12.5%	-5.7%	7.9%	0.6%	-1.5%
Cc1noc(C)c1S(=O)(=O)N(CC(=O)NCc1ccccc1)c1ccc(C(C)C)cc1	-0.9%	10.2%	5.4%	.	-1.8%	-1.7%	-2.2%	-0.9%	-5.3%
COc1cc(C2CC(=O)Nc3ccccc3S2)cc(OC)c1OC (stereo not drawn)	0.6%	6.5%	-0.9%	-3.3%	2.6%	5.5%	6.1%	1.0%	-8.2%	Dengue-2 NS5 capping pilot replicate=-1.5
Cc1cccc(C2CC3(CC(C)(C)NC(=S)N3)Oc3cc(O)ccc32)c1 (stereo not drawn)	.	28.3%	10.6%	-10.0%	0.3%	-2.7%	.	0.4%	-0.6%
NC(=O)C(c1ccccc1)c1ncc(C(F)(F)F)cc1Cl (stereo not drawn)	-1.3%	9.7%	-0.8%	-4.0%	-0.4%	4.0%	6.2%	1.1%	0.8%
Cc1ccc(S(=O)(=O)NCCCCCC(=O)Nc2cccc(C)c2)cc1	-1.1%	9.6%	3.9%	-2.1%	0.0%	-5.9%	9.4%	3.4%	-1.2%
CC(=O)Nc1ccc(OCC(=O)NCc2ccccc2)cc1	-11.0%	12.6%	-1.5%	0.2%	-0.6%	-4.5%	6.4%	0.4%	-6.3%
COc1ccccc1NC(=S)N1CCCCCC1	-6.4%	12.1%	13.4%	.	0.3%	-7.8%	5.9%	1.2%	-10.3%
CC(C)Cc1nnc(NC(=O)c2cc(S(=O)(=O)N(C)C)ccc2N2CCCC2)s1	2.9%	10.2%	14.2%	.	0.8%	4.0%	6.0%	2.0%	-3.0%
Cc1ccc(S(=O)(=O)N2CCOCC2)cc1NC(=O)COc1cccc(Oc2ccccc2)c1	-0.7%	10.7%	.	.	.	.	4.7%	19.0%	.
Cc1cccc(-c2noc(CCC(=O)NCc3ccco3)n2)c1	-2.4%	-0.3%	1.6%	-1.9%	-0.6%	1.4%	4.6%	0.6%	1.2%
CCN(C(=O)Cn1nc(C(=O)O)c2ccccc2c1=O)C1CCCCC1	-0.7%	1.2%	0.9%	-7.2%	0.0%	-3.0%	-2.8%	1.1%	-4.0%
CCN1C(=O)/C(=C2/Sc3ccc(OC)cc3N2C)SC1=Nc1cccc(O)c1	-6.9%	5.7%	3.0%	-9.2%	-2.6%	7.3%	5.0%	-1.0%	-2.4%
O=C(CNC(=O)c1cc(S(=O)(=O)N2CCCCC2)ccc1N1CCOCC1)Nc1ccc(F)c(F)c1	3.7%	6.2%	.	.	.	.	9.1%	0.6%	.
CN(C)c1ccc(NC(=O)CN2C(=O)CC(c3ccccc3)=Nc3ccccc32)cc1	0.0%	47.0%	5.7%	-0.2%	3.4%	-3.7%	30.9%	1.1%	-1.2%
Cc1ccc(C(C(=O)NC2CCCCC2)N(CC2CCCO2)C(=O)CNC(=O)c2cccs2)cc1 (stereo not drawn)	1.7%	11.9%	0.9%	-4.6%	2.4%	9.3%	6.6%	0.6%	0.8%
CN(c1ccccc1C(=O)Nc1ccc(F)c(F)c1)S(C)(=O)=O	.	2.6%	1.2%	-2.3%	1.7%	-0.6%	2.8%	0.6%	-2.6%
COCCCNC(=O)C12CCC(C)(C(=O)C1)C2(C)C (stereo not drawn)	-4.8%	3.3%	2.5%	1.8%	0.5%	0.6%	3.5%	0.2%	-7.5%
COc1c(OC(C)=O)ccc(/C=C/c2ccc3cccc(OCc4ccccc4)c3n2)c1[N+](=O)[O-]	-3.7%	1.9%	10.4%	-2.7%	1.1%	13.0%	-1.4%	9.1%	4.0%
Cc1ccc(NC(=O)COC(=O)CN2C(=O)C3CCCCC3C2=O)cc1S(=O)(=O)N1CCOCC1 (stereo not drawn)	0.7%	9.2%	-3.6%	-5.6%	0.1%	-7.2%	6.8%	1.3%	-6.0%
CC[N+](CC)(CC(=O)Nc1c(C)cccc1C)Cc1ccccc1	3.7%	8.6%	.	.	.	.	7.0%	3.0%	.
FCCCOc1ccc(-c2nccc(-c3ccc(Br)cc3)n2)cc1	-3.5%	1.6%	0.3%	-6.1%	0.1%	8.2%	7.6%	4.7%	-4.8%
O=S(=O)(Nc1ccc(N2CCOCC2)cc1)c1ccc2ccccc2c1	-1.8%	16.2%	-6.3%	-5.4%	2.7%	-7.1%	7.4%	6.1%	-6.6%
O=C(CSc1nnc2ccc(-c3ccc(F)cc3)nn12)N1CCOCC1	-5.8%	17.4%	.	.	.	.	8.0%	1.4%	.
COc1ccc(C(=O)Oc2cccc(Nc3ncnc4ccccc34)c2)cc1OC	1.3%	8.6%	-1.4%	-5.4%	1.9%	20.8%	3.3%	?	2.7%
CCCCN1C(=S)NC[C@@H]1Cc1ccc(O)cc1	1.6%	8.9%	-3.1%	.	-1.5%	-9.4%	14.9%	1.1%	-9.6%
Cc1nc(-c2ccc(Cl)cc2)sc1C(=O)NNC(=O)C(C)C	.	5.6%	15.9%	.	1.7%	16.7%	.	1.6%	-5.8%
O=C(NNC(=O)C1CCN(Cc2cccc(F)c2)CC1)c1cccs1	-7.8%	3.6%	-1.7%	-2.9%	1.5%	6.4%	13.2%	1.1%	-8.5%
COc1ccc(N(C(=O)C2COc3ccccc3O2)C(C(=O)NC2CCCCC2)c2ccccc2)cc1OC (stereo not drawn)	-10.4%	11.8%	8.0%	-5.6%	0.1%	35.1%	8.1%	10.4%	3.1%
COc1cccc(N(CC(=O)N2CCCCCC2)S(C)(=O)=O)c1	-3.9%	4.8%	-2.6%	.	0.9%	-7.4%	-3.8%	1.8%	-0.8%
O=C(CSc1nc(-c2ccccc2)cs1)NCCN1C(=O)CSC1=O	-3.0%	4.8%	8.8%	-1.0%	0.2%	0.3%	1.9%	-1.6%	-2.7%

Compounds listed so far containing fluorine, in the order listed:
SMILES	Dengue-2 NS5 capping	SV40 large T antigen	Siah-1 displacement	XIAP displacement	HIV fusion peptide	AID2073	MgcRacGAP inhibition	RSV antiviral HEp-2	LYP inhibition	others
O=C(c1ccc(S(=O)(=O)Nc2cccc(C(F)(F)F)c2)cc1)N1CCC1	0.7%	4.4%	4.7%	.	0.1%	1.6%	6.4%	7.4%	-6.4%
O=C(NCCc1cccc(C(F)(F)F)c1)C1CCC(=O)N(CCc2cccc(F)c2)C1 (stereo not drawn)	-9.1%	0.2%	0.8%	.	1.2%	9.0%	6.5%	-2.0%	-0.4%
NC(=O)C(c1ccccc1)c1ncc(C(F)(F)F)cc1Cl (stereo not drawn)	-1.3%	9.7%	-0.8%	-4.0%	-0.4%	4.0%	6.2%	1.1%	0.8%
O=C(CNC(=O)c1cc(S(=O)(=O)N2CCCCC2)ccc1N1CCOCC1)Nc1ccc(F)c(F)c1	3.7%	6.2%	.	.	.	.	9.1%	0.6%	.
CN(c1ccccc1C(=O)Nc1ccc(F)c(F)c1)S(C)(=O)=O	.	2.6%	1.2%	-2.3%	1.7%	-0.6%	2.8%	0.6%	-2.6%
FCCCOc1ccc(-c2nccc(-c3ccc(Br)cc3)n2)cc1	-3.5%	1.6%	0.3%	-6.1%	0.1%	8.2%	7.6%	4.7%	-4.8%
O=C(CSc1nnc2ccc(-c3ccc(F)cc3)nn12)N1CCOCC1	-5.8%	17.4%	.	.	.	.	8.0%	1.4%	.
O=C(NNC(=O)C1CCN(Cc2cccc(F)c2)CC1)c1cccs1	-7.8%	3.6%	-1.7%	-2.9%	1.5%	6.4%	13.2%	1.1%	-8.5%
